Assay outcomes as filed in PubChem BioAssay.
TDP1 block: qHTS Assay for Inhibitors of Tyrosyl-DNA Phosphodiesterase (TDP1) | 0.28% of 350,000 active | AID 485290, 2010 | Potency, µM (series often up to 130 µM), inactives show top-dose activity change, negative = inhibition, hits mostly inhibitors | recombinant TDP1, AlphaScreen DNA substrate cleavage; also: nearly all actives have a fitted effect of over 40% in size
Target sequence (Q9NUW8 whole entry, looked up): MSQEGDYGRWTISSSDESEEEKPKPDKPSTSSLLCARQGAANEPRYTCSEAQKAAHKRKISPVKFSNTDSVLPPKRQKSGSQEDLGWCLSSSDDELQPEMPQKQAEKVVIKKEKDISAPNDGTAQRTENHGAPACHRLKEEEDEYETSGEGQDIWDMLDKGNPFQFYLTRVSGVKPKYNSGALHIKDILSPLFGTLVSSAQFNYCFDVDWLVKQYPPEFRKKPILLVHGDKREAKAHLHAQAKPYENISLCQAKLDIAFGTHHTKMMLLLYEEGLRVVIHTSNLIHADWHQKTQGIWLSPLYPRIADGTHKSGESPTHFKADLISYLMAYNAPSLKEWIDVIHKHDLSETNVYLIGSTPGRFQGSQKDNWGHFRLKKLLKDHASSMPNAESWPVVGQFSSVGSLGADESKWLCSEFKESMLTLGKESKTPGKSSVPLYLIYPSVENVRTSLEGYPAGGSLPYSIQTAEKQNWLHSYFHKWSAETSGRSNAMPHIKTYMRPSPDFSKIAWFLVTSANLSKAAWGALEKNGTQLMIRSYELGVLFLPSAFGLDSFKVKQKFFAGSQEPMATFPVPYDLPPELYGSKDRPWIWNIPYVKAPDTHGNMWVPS
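Here, a 5' biotin and 3' phosphotyrosine-FITC DNA oligonucleotide reports Tdp1 activity: intact substrate bridges AlphaScreen beads, while cleavage leaves a 3' phosphate and drops signal. All incubations at room temperature.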
FEN1 inhibitor: qHTS Assay for the Inhibitors of Human Flap endonuclease 1 (FEN1). P39748. Recombinant FEN1 flap cleavage, fluorescence, 15 min. Potency, µM (highest dose often 114 µM), without a hit: top-dose activity change, negative = inhibition, usual class: inhibitors. 0.35% of 390,000 active; also: nearly all actives have a fitted effect of over 65% in size
Target sequence (P39748 whole entry, looked up): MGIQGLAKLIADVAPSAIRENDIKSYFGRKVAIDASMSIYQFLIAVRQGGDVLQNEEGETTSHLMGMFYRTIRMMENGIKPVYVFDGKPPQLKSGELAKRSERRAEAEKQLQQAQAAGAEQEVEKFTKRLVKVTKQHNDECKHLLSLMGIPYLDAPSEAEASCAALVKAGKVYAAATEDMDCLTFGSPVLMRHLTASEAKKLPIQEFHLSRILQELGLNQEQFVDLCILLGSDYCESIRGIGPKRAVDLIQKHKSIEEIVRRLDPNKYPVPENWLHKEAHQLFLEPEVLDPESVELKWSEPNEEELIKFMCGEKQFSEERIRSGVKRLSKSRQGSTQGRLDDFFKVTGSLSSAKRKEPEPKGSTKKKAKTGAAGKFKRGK
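With each library titrated from low to high concentration, compounds met 10 nM FEN1 for 15 min at room temperature before 50 nM substrate was added; readings at 0 and 15 min fed four-parameter Hill curve fits.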
N370S GC: qHTS Assay for Inhibitors and Activators of N370S glucocerebrosidase as a Potential Chaperone Treatment of Gaucher Disease | N370S GC spleen homogenate, 4MU-glucoside fluorescence | 0.092% of 330,000 active | Potency, µM (highest dose often 59.4 µM), for the others: top-dose activity change, negative = inhibition, usual class: inhibitors;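 also: 0% = full enzyme activity and -100% = no enzyme basal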
The depositor's hits bear a star; ? = inconclusive; · = not tested or not shown; & = joins results of further samples; [ ] = remark or other dose. Calls follow the shape of the dose curve; as a rule, active = well fitted curve in the direction sought with a large enough effect; inconclusive = small, poorly fitted or top-dose-only effect, or another doubt; inactive = no such curve, though single readings can be large; an effect the other way counts as inactive or inconclusive. Unless noted, % is scaled to controls: 0 for no effect and ±100 for the full control effect; potency is read from the fitted curve at half-maximal effect. An excerpt, so the mix of outcomes need not match the whole.

SMILES	TDP1 block	FEN1 inhibitor	N370S GC
Cc1nc2cc(-c3cccc(F)c3)nn2c(C)c1CCC(=O)N1CCC2(CC1)OCCO2	1.9%	-4.8%	9.5%
CN1CN(c2cccc([N+](=O)[O-])c2)CN=C1N[N+](=O)[O-]	2.7%	16.9%	7.5%
COC(=O)C(O)(c1cn(C)c2ccccc12)C(F)(F)F (stereo unspecified)	0.0%	1.5%	4.9%
CCOc1ccc(N2C(=O)NC(=O)/C(=C\c3cc(OC)c(OC)cc3[N+](=O)[O-])C2=O)cc1	-11.6%	-4.2%	6.1%
CCN(CC)CCCOC(=O)C(OC(C)C)(c1ccccc1)c1ccccc1	-2.5%	-8.1%	?
Cc1cc(OCC(=O)OC(C)(C)C)c2c3c(c(=O)oc2c1)CCC3	5.2%	2.8%	5.8%
CCOc1ccc(-n2c(-c3cccs3)nc3ccccc3c2=O)cc1	-3.7%	-14.9%	20.3%
O=C(Cc1ccccc1)N1CCN(Cc2ccccn2)CC1	-2.5%[56.1 µM]	6.9%	1.3%
Cc1cccc2c3c(ccc12)C1=C(C(=O)C3=O)[C@@H](C)CO1	18.0%	·	-10.2%
CSc1ccc(CN2CCN(Cc3ccccc3Cl)CC2)cc1	-3.5%	-8.5%	5.9%
Cc1cccc(C(O)(C(=O)NNC(=O)CN2CCN(C)CC2)c2cccc(C)c2)c1	2.7%	-2.9%	-7.1%
O=c1c2ccccc2nc(/C=C\c2cccc(Br)c2)n1-c1ccc(O)cc1	-3.1%[12.3 µM]	0.5%	·
CC(=O)N1N=C(c2c(O)n(C)c(=O)n(C)c2=O)CC1c1ccccc1 (stereo unspecified)	2.7%	0.0%	7.3%
CCOc1ccccc1Oc1coc2cc(OC(=O)N(C)C)ccc2c1=O	·	0.8%	-3.7%
O=c1[nH]c(=O)n(-c2cccc3ccccc23)c(O)c1/C=N/N1CCCCC1	5.6%	-0.6%	12.4%
O=C1NC(=O)C(CCc2ccncc2)(CCc2ccccn2)C(=O)N1c1ccc(Br)cc1 (stereo unspecified)	6.0%	2.4%	-10.7%
CCCCCCCCCCCCSCCOCCO	6.1%	·	?
N#C/C(=C\c1ccc(N2CCCCC2)c([N+](=O)[O-])c1)c1nn(-c2ccccc2)c(N)c1C#N	7.9%	-4.4%	0.3%
CCOC(=O)c1ccc(N=Cc2c(O)n(-c3ccc(OC)cc3)c(=S)[nH]c2=O)cc1	2.5%	?	12.4%
Cc1ccc(-c2nc3ccccc3c(=O)n2-c2ccncc2)cc1	3.0%	2.5%	-2.2%
CCOc1cc2c(cc1OCC)-n1cccc1C(c1ccc(OC(F)F)cc1)NC2 (stereo unspecified)	·	-31.8%	-17.2%
COc1ccccc1CN1CCN(Cc2ccc(Cl)cc2)CC1	-2.5%	-13.5%	-3.5%
COC(=O)COc1cc(C)cc2oc(=O)c3c(c12)CCCC3	7.8%	-15.9%	26.7%
CCCCCCn1c(=O)c(C(=O)Nc2ncccc2O)c(O)c2ccccc21	·	-15.8%	-14.0%
CCC1CCCCN1P(=O)(c1ccc(C)o1)C(C)(C)C (stereo unspecified)	-2.1%	-2.3%	-13.2%
CCOC(=O)C1(c2ccccc2)CCN(CC(=O)Nc2ccc(C)cc2)CC1	·	-17.3%	2.8%
NC(=O)c1ccc(N=Nc2c(O)[nH]c(=O)[nH]c2=O)cc1	-3.2%	·	-2.5%
C=CCn1c(O)c(Cc2ccc(OCC)cc2)c(=O)[nH]c1=O	·	-7.5%	-5.2%
CN(C)CCCN=Cc1c(O)n(CCc2ccc(F)cc2)c(=O)[nH]c1=O	-5.8%	1.6%	2.7%
Cc1ccc(C)c(CN2C(=O)c3ccccc3Sc3ccc(C(=O)N4CCC5(CC4)OCCO5)cc32)c1	5.2%	-16.7%	·
N#CCc1ccccc1	7.6%	·	7.2%
COC(=O)C1=C(c2ccc(F)cc2OCc2ccccc2)C[C@@H]2CC[C@H]1N2C(=O)N1CCCC1	0.2%	-15.3%	·
O=c1[nH]c(=O)n(CCc2ccccc2)c(O)c1/C=N/N1CCOCC1	·	-12.0%	-2.6%
COc1cc(-n2c(=S)[nH]c3ccc(C)cc3c2=O)c(Cl)cc1Cl	3.8%	-16.8%	13.1%
CCc1ccc(CNCCc2ccc(F)cc2)cc1	2.6%	-7.8%	-10.8%
CC(=O)N1CCN(c2ccc(N=Cc3c(O)n(-c4ccc(Cl)cc4)c(=O)[nH]c3=O)cc2)CC1	5.2%	-7.5%	-0.7%
Cc1cc(C(=O)CS(=O)(=O)c2ccc(F)cc2)cc(C)c1OC(=O)N(C)C	5.9%	0.8%	3.7%
CC(NCc1ccccc1C(F)(F)F)C(O)c1ccccc1 (stereo unspecified)	7.2%	-3.1%	11.3%
Cc1cc(C)nc(NC2=NCCS2)n1	3.8%	-1.3%	-14.9%
CC1(C)C2([N+](=O)[O-])CN3CC1([N+](=O)[O-])CN(C2)C3c1cccnc1 (stereo unspecified)	0.0%	2.0%	-6.2%

Two of the compounds above, with each value named:
SMILES: CCc1ccc(CNCCc2ccc(F)cc2)cc1
  TDP1 block: 2.6%
  FEN1 inhibitor: -7.8%
  N370S GC: -10.8%

SMILES: CC(=O)N1CCN(c2ccc(N=Cc3c(O)n(-c4ccc(Cl)cc4)c(=O)[nH]c3=O)cc2)CC1
  TDP1 block: 5.2%
  FEN1 inhibitor: -7.5%
  N370S GC: -0.7%

Additional structures follow:
SMILES	TDP1 block	FEN1 inhibitor	N370S GC
C=CCC1([C@@H](C)CCC)C(=O)NC(=O)NC1=O	1.2%	16.0%	·
Cc1ccc(-c2cc(-c3ccc(C)cc3)[n+](-c3ccccc3)c(-c3ccc(C)cc3)c2)cc1	5.5%	-23.6%	-3.6%
C[C@@H]1O[C@@H](O[C@H]2C[C@@H](O)[C@]3(CO)[C@H]4[C@H](O)C[C@]5(C)[C@@H](C6COC(=O)C6)CC[C@]5(O)[C@@H]4CC[C@]3(O)C2)[C@H](O)[C@H](O)[C@H]1O (stereo partly specified)	-5.5%	14.1%	22.2%
CC1CC(C)CN(C(=O)COC(=O)c2cn(C)c3ccccc23)C1 (stereo unspecified)	1.2%	-5.3%	·
COc1ccc(CN2C(=O)NC(=O)/C(=C/c3ccoc3)C2=O)cc1	·	22.4µM*	-5.3%
C[C@]12[C@H](O)CC3C(CC[C@@H]4C[C@@H](O)CC[C@]34C)[C@@]1(O)CC[C@@H]2C1=CC(=O)OC1 (stereo partly specified)	11.5%[56.1 µM]	·	-10.4%
O[C@H]1C2CCC1C(N1CCCCC1)CC2 (stereo partly specified)	1.0%	-1.2%	-4.9%
c1cc(C2N3CCCN2CC3)ccn1 (stereo unspecified)	5.0%	16.0%	-6.6%
CCN1CC2(OC(=O)c3ccccc3NC(C)=O)CCC(OC)[C@]34C1[C@H](CC23)[C@@]1(O)C[C@H](OC)[C@H]2CC4C1(O)[C@H]2OC (stereo partly specified)	8.2%	·	7.4%
C[N+]1=Cc2cc3c(cc2CC1)OCO3	10.3%[56.1 µM]	·	?
O=C1NC(=O)C2(Cc3c(nc4ccccn4c3=O)N3CCCCCC32)C(=O)N1Cc1ccccc1 (stereo unspecified)	3.1%	-9.6%	9.6%
CN1CCN(c2nc3c(c(=O)[nH]2)CCC3)CC1	·	2.7%	-1.7%
CSc1ccc(CN2CCN(C(=O)COc3cccc(C)c3)CC2)cc1	2.7%	-1.7%&-14.5%	-4.6%
Nc1ccc(Cl)cc1C(=O)c1ccccc1Cl	-2.4%	11.2%	-16.0%
COC(=O)C1=C(c2c(C)noc2C)C[C@@H]2CC[C@H]1N2C(=O)NCc1ccc2c(c1)OCO2	0.1%	-3.2%	·
CCC(C)NS(=O)(=O)c1ccc(OCC(=O)N2CCN(CC)CC2)cc1 (stereo unspecified)	5.2%	-1.4%	5.5%
O=C(O)CCCC[C@@H]1SC[C@H]2NC(=O)N[C@@H]12	30.0%[56.1 µM]	·	-2.1%
O=C1Nc2ccc(Cl)cc2C(c2ccccc2Cl)=NC1O (stereo unspecified)	7.1%	·	5.5%
CCC(=O)N1CC(=O)Nc2ccc(F)cc2C1c1ccc(F)cc1 (stereo unspecified)	·	-0.2%	0.3%
C[C@]12CC[C@H](N)CC1=CCC1C2CC[C@@]2(C)C1CC[C@@H]2O (stereo partly specified)	-0.9%	-0.4%	·
CCC(=NCC1CCCO1)c1c(O)n(Cc2ccccc2)c(=O)[nH]c1=O (stereo unspecified)	6.9%	-3.0%	?
CN1CCc2cc3c(cc2C1O)OCO3 (stereo unspecified)	3.6%	·	?
O=C(O)[C@H]1C[C@@H]1[C@H](NP(=O)(c1ccccc1)c1ccccc1)c1ccccc1	-3.9%&7.5%	18.9%	7.4%&11.2%
CN1C(C(=O)N2CCC3(CC2)OCCO3)=CC(c2ccc(F)cc2)=NS1(=O)=O	4.0%	16.3%	-13.9%
CC(C)(C)C(=O)O[C@H]1CC[C@@]2(C)C(=CC(=O)C3C2CC[C@]2(C)C(=O)[C@@H](F)CC32)C1 (stereo partly specified)	0.8%	-4.8%	·
CC(C)[C@@]1(NC(=O)[C@@H]2C[C@H]3c4cccc5[nH]cc(c45)C[C@@H]3N(C)C2)O[C@]2(O)[C@H]3CCCN3C(=O)CN2C1=O	10.8%[21 µM]	·	13.4%[21.6 µM]
CCOP(=O)(OCC)c1nc(-c2cccc3ccccc23)oc1N1CCOCC1	1.4%	-2.7%	?
COc1ccc(-c2nc3ccccc3c(=O)o2)cc1	2.4%	-1.6%	-6.3%
O=P(O)(O)C(Cl)(Cl)P(=O)(O)O	-4.7%[56.1 µM]	·	-0.5%
CN(C)CC1CCCCC1OC(=O)Cc1ccc(Cl)c([N+](=O)[O-])c1 (stereo unspecified)	-8.6%	1.4%	-19.3%
O=C(C1CC(=O)N(c2ccc(F)c(Cl)c2)C1)N1CCC2(CC1)OCCO2 (stereo unspecified)	3.1%	-3.9%	9.8%
CC1OC(O[C@@H]2C(O)CC(O[C@@H]3C(O)C[C@@H](OC4CC[C@]5(C)[C@H](CC[C@H]6[C@@H]5CC[C@]5(C)C(C7=CC(=O)OC7)C(O)C[C@@]65O)C4)OC3C)OC2C)CC(O)C1O (stereo partly specified)	13.6%[56.1 µM]	·	1.7%
Cc1cccc2c1=NC(=O)/C(=C/c1c(O)[nH]c(=O)[nH]c1=O)C=2	-3.4%	-11.3%	1.6%
Cc1ccccc1C1=NCC(=S)Nc2ccc(Cl)cc21	0.7%[56.1 µM]	-5.5%	5.1%
CN(C)C(=O)Nc1cccc(OC(=O)N(C)C)c1	1.1%	-1.5%	-0.9%
CN(C)P1(N(C)C)=Nc2c(c(N)nn2C)C(c2ccccc2)=N1	6.1%	10.3%&-15.8%	-2.2%
C[C@]12CCC3C(CCC4=CC(O)CC[C@@]43/C=N/O)C1(O)CCC2C1=CC(=O)OC1 (stereo partly specified)	·	13.2%	-2.8%
c1ccc(P(c2ccccc2)c2ccccc2)cc1	17.8%	·	19.2%
O=c1[nH]c(=O)n(Cc2ccco2)c(O)c1C=NCCN1CCOCC1	3.0%	3.0%	8.6%
N#C/C(N)=C(/N)C#N	-2.7%&9.3%	-15.6%	13.9%
O=C(COc1ccccc1/C=C1/NC(=O)NC1=O)Nc1ccccc1	8.0%	?	10.1%
CCCCC12CNCC(C)(CNC1)C2=O	6.9%	-3.2%	-1.6%
COC(=O)C1=C(c2ccc(F)cc2F)C[C@@H]2CC[C@H]1N2C(=O)N1CCC(C)CC1	-0.3%	-2.2%	·

Structural class: the entries above containing an NH in an aromatic ring (13)
SMILES	TDP1 block	FEN1 inhibitor	N370S GC
O=c1[nH]c(=O)n(-c2cccc3ccccc23)c(O)c1/C=N/N1CCCCC1	5.6%	-0.6%	12.4%
CCOC(=O)c1ccc(N=Cc2c(O)n(-c3ccc(OC)cc3)c(=S)[nH]c2=O)cc1	2.5%	?	12.4%
NC(=O)c1ccc(N=Nc2c(O)[nH]c(=O)[nH]c2=O)cc1	-3.2%	·	-2.5%
C=CCn1c(O)c(Cc2ccc(OCC)cc2)c(=O)[nH]c1=O	·	-7.5%	-5.2%
CN(C)CCCN=Cc1c(O)n(CCc2ccc(F)cc2)c(=O)[nH]c1=O	-5.8%	1.6%	2.7%
O=c1[nH]c(=O)n(CCc2ccccc2)c(O)c1/C=N/N1CCOCC1	·	-12.0%	-2.6%
COc1cc(-n2c(=S)[nH]c3ccc(C)cc3c2=O)c(Cl)cc1Cl	3.8%	-16.8%	13.1%
CC(=O)N1CCN(c2ccc(N=Cc3c(O)n(-c4ccc(Cl)cc4)c(=O)[nH]c3=O)cc2)CC1	5.2%	-7.5%	-0.7%
CN1CCN(c2nc3c(c(=O)[nH]2)CCC3)CC1	·	2.7%	-1.7%
CCC(=NCC1CCCO1)c1c(O)n(Cc2ccccc2)c(=O)[nH]c1=O (stereo unspecified)	6.9%	-3.0%	?
CC(C)[C@@]1(NC(=O)[C@@H]2C[C@H]3c4cccc5[nH]cc(c45)C[C@@H]3N(C)C2)O[C@]2(O)[C@H]3CCCN3C(=O)CN2C1=O	10.8%[21 µM]	·	13.4%[21.6 µM]
Cc1cccc2c1=NC(=O)/C(=C/c1c(O)[nH]c(=O)[nH]c1=O)C=2	-3.4%	-11.3%	1.6%
O=c1[nH]c(=O)n(Cc2ccco2)c(O)c1C=NCCN1CCOCC1	3.0%	3.0%	8.6%
